Coupling enz = qHTS Assay for Inhibitors of Fructose-1,6-bisphosphate Aldolase from Giardia Lamblia: Coupling assay counterscreen. coupling enzyme system counterscreen, AmpLite Red fluorescence. activity change, negative = inhibition, % at 58.2 µM, hits read low. 0.67% of 290,000 active; in the data active = activity change below about -30%; note: % is set by controls: 0 for no effect and ±100 for the full control effect
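Compounds tested against the coupling enzymes alone at 57.5 uM final; readout was AmpLite Red fluorescence (525/598 nm) after 20 min at RT.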
GALK inhibitor = qHTS Assay for Inhibitors of Human Galactokinase (GALK) | P51570 | Purified GALK, Kinase-Glo residual ATP luminescence | Potency, µM (series often up to 57.5 µM), for the others: top-dose activity change, negative = inhibition, actives largely listed as inhibitors | 0.007% of 270,000 active; note: potency is the fitted concentration of half-maximal effect; % is set by controls: 0 for no effect and ±100 for the full control effect
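Galactose (100 uM) and ATP (35 uM) were turned over by 5 nM GALK for 1 h at RT. Kinase-Glo Plus then converted the remaining ATP into a luminescent signal.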
AT treatment = qHTS Assay for Identifying a Potential Treatment of Ataxia-Telangiectasia; […] A-T fibroblasts, KAP-1 phosphorylation AlphaLISA; neocarzinostatin DNA damage 30 min before lysis; Potency, µM (top dose mostly 57.5 µM), for inactives: at the top dose activation, most hits filed as activators; 0.19% of 320,000 active; note: potency is the fitted concentration of half-maximal effect; % of control where 0% means no effect; nearly all actives have a fitted effect of over 45% in size
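hTERT-immortalized A-T patient fibroblasts ([…]), 500 cells/well in OPTI-MEM, 1% FBS, got compounds for 60 min, then NCS for 30 min at 37C. Lysates were then assayed for phospho-KAP-1 by AlphaLISA (anti-pKAP1 donor, anti-KAP1 acceptor beads), 6 hr at 25C.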
Giardia killer = Small Molecules that selectively kill Giardia lamblia: qHTS; Giardia lamblia trophozoite viability; activity change, % at 7.66 µM, hits read low; 0.15% of 340,000 active; AID 540267, 2011; in the data active = activity change below about -80%; inconclusive = between about -30% and that limit;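 note: parasites exposed to compound for two days anaerobically before the ATP read; % is set by controls: 0 for no effect and ±100 for the full control effect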
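Giardia lamblia trophozoites (100 cells/well) were incubated with compounds for 48 h at 37 deg C under anaerobic conditions. Viability was read as ATP content by one-step luminescence after 15-30 min at room temperature.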
Chronic BCR inh = qHTS Assay to Find Inhibitors of Chronic Active B-Cell Receptor Signaling. ABC-DLBCL IkBa-CBG/CBR reporter, luminescence ratio, 4 h. AID 493014, 2011. Potency, µM (top dose mostly 46.1 µM), without a hit: at the top dose ratio change, negative = lower green/red ratio, actives largely listed as inhibitors. 0.05% of 340,000 active; active = well fitted inhibition curve with a large enough effect in the signal ratio, with a control signal flat, not every such curve was filed as active; inconclusive = small, poorly fitted or top-dose-only effect, or effect the other way, or a change in a side signal; the % refers to the signal ratio;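 note: potency is the fitted concentration of half-maximal effect; plate controls were basal doxycycline-induced cells for no effect and cells given 10 µM MG132 for full effect; MG132 reads +100%, hits lower the ratio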
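Doxycycline induced both beetle luciferases in TMD8 lymphoma cells; IKK-driven degradation limits the IkappaBalpha-fused green signal, while red luminescence normalises for cell number and nonspecific effects. Compounds tested up to 46 uM, 4 hrs.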
Tb PFK inh = qHTS Assay to Find Inhibitors of T. brucei phosphofructokinase; Potency, µM (series often up to 57.5 µM), for the others: top-dose activity, negative = inhibition, most hits filed as inhibitors; 0.17% of 330,000 active; ATP-dependent 6-phosphofructokinase (Trypanosoma brucei brucei), O15648; T. brucei PFK, ADP-Glo luminescence;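 note: potency is the fitted concentration of half-maximal effect; 0% = uninhibited 1x PFK enzyme wells and -100% = no-enzyme wells; nearly all actives have a fitted effect of over 60% in size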
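Activity is normalized to no-enzyme wells (full inhibition) and 1.25 nM enzyme wells (no inhibition). Reaction: 0.5 mM F6P, 0.1 mM ATP, 45 min RT, ADP-Glo luminescence; concentration-response curves fitted and classed by quality.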
TCR activator = Activators of T cell receptors: qHTS campaign | AID 504894, 2011 | primary human leukocytes, anti-CD3, IL-2 HTRF, 48 h | Potency, µM (series often up to 9.22 µM), for inactives: top-dose activation of IL-2 secretion, usual class: activators | 330,000 tested, under 10 active; note: % of control where 0% means no effect
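48 hr co-incubation of compounds, a-CD3 beads and primary human leukocytes; IL-2 quantified homogeneously by HTRF with anti-IL-2 K and d2 conjugates.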
MLL CXXC-DNA inh = qHTS Fluorescence Polarization Assay for Inhibitors of MLL CXXC domain - DNA interaction. Potency, µM (highest dose often 115 µM), for the others: at the top dose activity change, negative = inhibition, usual class: inhibitors. MLL-CXXC / FITC-HOXA9 DNA fluorescence polarization. 0.037% of 290,000 active; active = well fitted inhibition curve with a large enough effect in the polarisation, with a control signal flat, not every such curve was filed as active; inconclusive = small, poorly fitted or top-dose-only effect, or effect the other way, or a change in a side signal; inactive = no such curve, though single readings can be large or run the other way; the % refers to the polarisation; note: potency is the fitted concentration of half-maximal effect
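Steps: dispense CXXC domain solution (7 uM) → pin compounds or unlabeled HOX-A9 DNA control → 5 min ambient → add FLSN-HOX-A9 solution (50 nM) → spin → 30 min ambient → fluorescence polarization. Tris pH 7.5/NaCl/DTT/BSA buffer.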
TSHR antag = Antagonists of the Thyroid Stimulating Hormone Receptor: HTS campaign. TSHR-expressing cells, TSH-stimulated cAMP HTRF, 2 h; active compounds read low. activity change, negative = inhibition, % at 11.5 µM. 0.2% of 330,000 active. AID 504810, 2011;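 active = activity change below a set negative limit, meaning inhibition stronger than a set level, cut at about -70% in these data; inconclusive = activity change between two set negative limits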; note: % is set by controls: 0 for no effect and ±100 for the full control effect
Target sequence (P16473 whole entry, looked up): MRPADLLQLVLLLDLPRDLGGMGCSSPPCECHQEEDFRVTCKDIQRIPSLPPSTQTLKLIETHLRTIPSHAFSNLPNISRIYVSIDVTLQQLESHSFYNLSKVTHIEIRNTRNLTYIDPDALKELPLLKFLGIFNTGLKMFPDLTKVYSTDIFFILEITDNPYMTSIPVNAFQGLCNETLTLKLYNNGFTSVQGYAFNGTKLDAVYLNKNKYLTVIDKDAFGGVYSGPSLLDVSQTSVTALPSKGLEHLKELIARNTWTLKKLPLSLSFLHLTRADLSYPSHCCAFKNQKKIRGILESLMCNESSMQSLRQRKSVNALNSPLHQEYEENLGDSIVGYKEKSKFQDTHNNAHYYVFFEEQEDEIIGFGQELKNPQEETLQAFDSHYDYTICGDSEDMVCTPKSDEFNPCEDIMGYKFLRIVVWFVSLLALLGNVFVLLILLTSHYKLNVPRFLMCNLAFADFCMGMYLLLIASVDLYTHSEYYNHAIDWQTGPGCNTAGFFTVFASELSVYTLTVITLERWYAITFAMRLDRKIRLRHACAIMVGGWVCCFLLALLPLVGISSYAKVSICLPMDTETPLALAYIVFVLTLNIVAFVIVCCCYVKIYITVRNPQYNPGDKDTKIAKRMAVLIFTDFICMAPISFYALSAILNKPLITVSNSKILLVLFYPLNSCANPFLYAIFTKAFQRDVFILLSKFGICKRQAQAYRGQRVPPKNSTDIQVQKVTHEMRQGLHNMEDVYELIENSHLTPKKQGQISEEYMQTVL
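TSHR-expressing cells, 200/well, pre-treated with compound, then stimulated with EC80 TSH (4nM final) for 2 hours at 37 deg C. cAMP measured by competitive HTRF: anti-cAMP cryptate antibody in lysis buffer plus cAMP-d2, read after 30 minutes at room temperature.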
hERG WT inh = qHTS for Inhibitors of KCHN2 3.1: Wildtype qHTS; Voltage-gated inwardly rectifying potassium channel KCNH2 (Homo sapiens), Q12809; U2OS, BacMam KCNH2, thallium flux FluxOr; active compounds read low; activity change, % at 1.84 µM; 0.37% of 340,000 active; AID 720551, 2013;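 active = maximum activity change below -70%; inconclusive = maximum activity change between -70% and -50%; inactive = maximum activity change above -50%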; note: % is set by controls: 0 for no effect and ±100 for the full control effect
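U2OS cells were transduced with wild-type KCNH2 virus (2.03 x 10^8 / mL) for 4 h at room temperature, then cultured overnight at 37 C. Thallium flux was read with FluxOr dye. Rate constants were normalized to DMSO controls.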
Numbers without * were called inactive; i = inactive; ? = inconclusive; . = not tested or not shown; [ ] = another dose, or the depositor's remark. Unless noted, calls come from the whole dose curve; as a rule, active = well fitted curve in the direction sought with a large enough effect; inconclusive = small, poorly fitted or top-dose-only effect, or another doubt; inactive = no such curve, though single readings can be large; an effect the other way counts as inactive or inconclusive. Compounds as they come; overall some 1.6% were active at least once.

Short forms: A = Coupling enz; B = GALK inhibitor; C = AT treatment; D = Giardia killer; E = Chronic BCR inh; F = Tb PFK inh; G = TCR activator; H = MLL CXXC-DNA inh; I = TSHR antag; J = hERG WT inh
> O=C(O)c1ccc(CP(=O)(c2ccccc2)c2ccccc2)cc1
  A = 4	B = 3%	C = 6%	D = 2	E = 3%	F = 1%	G = 1%	H = -3%	I = -2	J = -21

> O=C(CNC(=O)c1ccccc1Br)N/N=C/c1cccs1
  A = -3	B = -1%	C = 4%	D = 2	E = ?	F = 5%	G = -5%	H = 29%	I = 4	J = -1

> Cc1onc(-c2c(F)cccc2Cl)c1C(=O)Nc1ccc(S(=O)(=O)Nc2ncccn2)cc1
  A = 4	B = 1%	C = 4%	D = 0	E = -1%	F = -2%	G = 2%	H = -7%	I = 23	J = -13

> O=C(NCC1COc2ccccc2O1)C1(c2ccccc2)CCCC1 (stereo not given)
  A = 1	B = 13%	C = 2%	D = -18	E = 20%	F = -2%	G = .	H = -9%	I = -11	J = 12

> Clc1ccc(C2CC(c3ccccc3)Nc3ncnn32)cc1 (stereo not given)
  A = -2	B = -4%	C = 1%	D = 9	E = -8%	F = 0%	G = 2%	H = 3%	I = -9	J = 26

> COc1cc(O)c(C(C)=O)c(OC)c1
  A = -1	B = .	C = .	D = 19	E = .	F = .	G = 2%	H = .	I = .	J = -1

> O=C(COC(=O)c1sc2cc(Cl)ccc2c1Cl)Nc1ncc(Cl)cc1Cl
  A = 2	B = 1%	C = -4%	D = .	E = -1%	F = -3%	G = .	H = -10%	I = 0	J = .

> C=CCC(C(=O)OC)(C(=O)OC)c1ccc([N+](=O)[O-])cc1[N+](=O)[O-]
  A = -2	B = -1%	C = 7%	D = -19	E = 0%	F = 0%	G = 0%	H = -7%	I = 6	J = 5

> CCOC(=O)C1=C(CSc2nc3c(cc2C#N)CN(C)CC3)OC(N)=C(C#N)C1c1ccncc1 (stereo not given)
  A = -5	B = 2%	C = -6%	D = 31[activator]	E = -2%	F = -18%	G = 3%[46.1 µM]	H = 18%	I = 2	J = 10

> COc1ccc(S(=O)(=O)N2CCN(CC(O)COc3ccc(C#N)cc3)CC2)cc1OC (stereo not given)
  A = 2	B = -1%	C = 11%	D = 13	E = -8%	F = -3%	G = 5%	H = 8%	I = 1	J = 8

> COc1cc(C(=O)N/N=C(\C)c2ccccn2)cc(OC)c1OC
  A = .	B = -7%	C = 7%	D = -9	E = ?	F = -1%	G = .	H = 1%	I = 16	J = 4

> CC(C)=CC(=O)N1CCC(N2CCC(C(=O)NCC3CCCO3)CC2)CC1 (stereo not given)
  A = .	B = 5%	C = 4%	D = 8	E = -4%	F = -13%	G = -35%	H = 8%	I = 36	J = -4

> CC(=O)c1ccc(N2CCN(C(=O)c3ccc(S(=O)(=O)NCc4ccco4)cc3)CC2)cc1
  A = .	B = .	C = 10%	D = 14	E = 3%	F = -3%	G = 7%	H = .	I = -17	J = -3

> COc1ccc(CC(=O)Nc2nnc(CC(C)C)s2)cc1S(=O)(=O)N1CCOCC1
  A = .	B = .	C = -1%	D = -5	E = -11%	F = -1%	G = -7%	H = .	I = 8	J = -9

> CC(Oc1ccc2ccccc2c1)C(=O)NNC(=S)NC(=O)c1ccco1 (stereo not given)
  A = 9	B = -1%	C = 3%	D = 1	E = ?	F = ?	G = 2%	H = ?	I = -18	J = 10

9 compounds already listed, arranged by molecular weight, descending.
Short forms: A = Coupling enz; B = GALK inhibitor; C = AT treatment; D = Giardia killer; E = Chronic BCR inh; F = Tb PFK inh; G = TCR activator; H = MLL CXXC-DNA inh; I = TSHR antag; J = hERG WT inh
> CCOC(=O)C1=C(CSc2nc3c(cc2C#N)CN(C)CC3)OC(N)=C(C#N)C1c1ccncc1 (stereo not given)
  A = -5	B = 2%	C = -6%	D = 31[activator]	E = -2%	F = -18%	G = 3%[46.1 µM]	H = 18%	I = 2	J = 10

> Cc1onc(-c2c(F)cccc2Cl)c1C(=O)Nc1ccc(S(=O)(=O)Nc2ncccn2)cc1
  A = 4	B = 1%	C = 4%	D = 0	E = -1%	F = -2%	G = 2%	H = -7%	I = 23	J = -13

> CC(=O)c1ccc(N2CCN(C(=O)c3ccc(S(=O)(=O)NCc4ccco4)cc3)CC2)cc1
  A = .	B = .	C = 10%	D = 14	E = 3%	F = -3%	G = 7%	H = .	I = -17	J = -3

> COc1ccc(CC(=O)Nc2nnc(CC(C)C)s2)cc1S(=O)(=O)N1CCOCC1
  A = .	B = .	C = -1%	D = -5	E = -11%	F = -1%	G = -7%	H = .	I = 8	J = -9

> CC(Oc1ccc2ccccc2c1)C(=O)NNC(=S)NC(=O)c1ccco1 (stereo not given)
  A = 9	B = -1%	C = 3%	D = 1	E = ?	F = ?	G = 2%	H = ?	I = -18	J = 10

> CC(C)=CC(=O)N1CCC(N2CCC(C(=O)NCC3CCCO3)CC2)CC1 (stereo not given)
  A = .	B = 5%	C = 4%	D = 8	E = -4%	F = -13%	G = -35%	H = 8%	I = 36	J = -4

> O=C(CNC(=O)c1ccccc1Br)N/N=C/c1cccs1
  A = -3	B = -1%	C = 4%	D = 2	E = ?	F = 5%	G = -5%	H = 29%	I = 4	J = -1

> COc1cc(C(=O)N/N=C(\C)c2ccccn2)cc(OC)c1OC
  A = .	B = -7%	C = 7%	D = -9	E = ?	F = -1%	G = .	H = 1%	I = 16	J = 4

> COc1cc(O)c(C(C)=O)c(OC)c1
  A = -1	B = .	C = .	D = 19	E = .	F = .	G = 2%	H = .	I = .	J = -1

(more compounds)
Short forms: A = Coupling enz; B = GALK inhibitor; C = AT treatment; D = Giardia killer; E = Chronic BCR inh; F = Tb PFK inh; G = TCR activator; H = MLL CXXC-DNA inh; I = TSHR antag; J = hERG WT inh
> Cc1cccnc1NC(=S)Nc1ccc(Br)cc1Cl
  A = 3	B = 1%	C = 30%	D = 7	E = ?	F = -5%	G = 0%	H = 28%	I = -9	J = -13

> COc1ccc(CNc2nc(-c3cccnc3)nn2C(=O)C(C)C)cc1
  A = 0	B = 0%	C = 4%	D = 7	E = 1%	F = -2%	G = 1%	H = 1%	I = 16	J = 6

> CCn1cc(C(=O)NCCCN2CCC(C)CC2)c2cc(OC)c(OC)cc2c1=O
  A = -3	B = 2%	C = 2%	D = 10	E = -2%	F = -8%	G = -3%	H = 7%	I = -2	J = -8

> CCc1cc(C(=O)c2ccc(OC)cc2)c(NC(=O)COCC(=O)O)s1
  A = 10	B = 1%	C = -5%	D = 15	E = ?	F = 0%	G = -5%	H = 13%	I = -9	J = -21

> O=C(CSc1ccc2c(c1)OCCO2)NC(=O)Cc1ccccc1
  A = 4	B = -1%	C = 1%	D = -6	E = 0%	F = -2%	G = 1%[46.1 µM]	H = 9%	I = 0	J = 5

> CCOC(=O)NC1(C(F)(F)F)NC(=O)N(c2ccc(F)cc2)C1=O (stereo not given)
  A = 6	B = 2%	C = -2%	D = 3	E = -7%	F = 11%	G = -40%[inhibitor][46.1 µM]	H = -5%	I = 11	J = 7

> C=CCNC(=O)C(C)N1c2cccc3cccc(c23)S1(=O)=O (stereo not given)
  A = -4	B = 7%	C = 1%	D = -22	E = -3%	F = -3%	G = .	H = -5%	I = 10	J = -28

> CCOC(=O)Cc1nnc(NC(=O)CSc2nncn2C)s1
  A = 0	B = 0%	C = 3%	D = -1	E = -4%	F = 0%	G = -7%	H = -8%	I = -6	J = -8

> O=C1CCC(C(=O)OC(C(=O)Nc2cc(Cl)cc(Cl)c2)c2ccccc2)=NN1 (stereo not given)
  A = .	B = .	C = 0%	D = 13	E = 8%	F = 0%	G = .	H = .	I = 1	J = -24

> Cc1ccc(-n2c(C)cc(C(=O)NS(=O)(=O)c3ccc(C)cc3)c2C)cc1
  A = 20	B = -3%	C = -6%	D = 34[activator]	E = 3%	F = 0%	G = -6%[46.1 µM]	H = ?	I = 12	J = i

Source: PubChem BioAssay
